Screening results from PubChem BioAssay.
TAAR1 antagonist – human TAAR1 antagonists, primary screen, Fluo-8 calcium fluorescence, CHO RD-HGA16 cells | Trace amine-associated receptor 1 (Homo sapiens), Q96RJ0 | actives 1.5% (n = 360,000) | inhibition, % at 3 µM | antagonist | AID 624466, 2012;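 active means inhibition above a per-plate cutoff, the mean inhibition of test compounds on that plate plus 3 SD, cut at about 49% in these data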;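 further: 0% = DMSO plus EC80 beta-PEA response and 100% = DMSO alone without agonist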
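Material: RD-HGA16 CHO cells with stable hTAAR1 and Gα16; Dosing: single nominal final test compound concentration of 3 µM; Schedule: seeding 17-24 h prior, 75-min 37 °C, 30-min RT dye loading; Detection: kinetic Fluo-8 calcium fluorescence measurement; Measure: % inhibition from peak post-agonist over basal fluorescence ratio; Benchmarks: vehicle and agonist controls.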
GPR7 antagonist – GPR7 receptor antagonists, primary screen, cell-based, fluorescence, single concentration. Neuropeptides B/W receptor type 1 (Homo sapiens), P48145. GPR7-expressing cells, fluorescence antagonist assay. inhibition, % at 4.4 µM. actives 1.1% (n = 290,000); in the data active means inhibition above about 16%, passing the limit was not always enough;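 further: cells stimulated with the agonist NPW; 0% = agonist with vehicle and 100% = vehicle without agonist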
V1aR counter – agonists of human V1a receptor, primary screen, counter-screen for OXTR agonist project, fluorescence, CHO-V1R cells | activation, % at 3 µM | Fluo-8 calcium fluorescence, agonist mode; 0% DMSO, 100% 3 nM vasopressin | actives 0.25% (n = 320,000);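 active means activation above the mean activation of all tested compounds plus 3 SD, per screening run, cut at about 20% in these data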;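 further: signal is peak over basal fluorescence ratio across a 100 second FLIPR read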
Target sequence (P37288 whole entry, looked up): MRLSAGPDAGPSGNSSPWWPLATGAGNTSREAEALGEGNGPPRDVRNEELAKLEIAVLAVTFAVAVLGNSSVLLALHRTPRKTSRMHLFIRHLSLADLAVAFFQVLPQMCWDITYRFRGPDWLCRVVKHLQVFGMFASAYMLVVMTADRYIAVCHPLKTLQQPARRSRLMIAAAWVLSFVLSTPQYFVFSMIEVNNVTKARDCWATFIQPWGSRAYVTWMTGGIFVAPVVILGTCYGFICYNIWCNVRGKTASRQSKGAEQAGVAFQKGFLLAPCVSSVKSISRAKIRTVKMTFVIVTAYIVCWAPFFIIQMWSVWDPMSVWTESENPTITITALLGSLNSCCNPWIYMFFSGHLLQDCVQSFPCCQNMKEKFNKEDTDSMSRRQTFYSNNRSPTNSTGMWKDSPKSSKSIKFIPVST
M1 PAM parental – nonselective calcium activators in parental CHO-K1 cells, primary screen, counter-screen for M1 PAM project, cell-based, Fluo-8 calcium fluorescence, full deck, 1536-well; ATP EC20; 0% at ATP EC20, 100% at ATP max; activation, % at 3 µM; actives 0.02% (n = 360,000);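 active means activation above the run cutoff, the mean activation of all test compounds plus 3 SD, cut at about 40% in these data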;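 further: peak over basal fluorescence ratio in a 140 s read after ATP addition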
CHO-K1 Ca antag – nonselective inhibitor or artifact in parental CHO-K1 cells; ATP-induced calcium, Fluo-8 fluorescence; inhibition, % at 3 µM; actives 0.6% (n = 360,000); AID 602250;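 active means inhibition above a per-plate cutoff, the plate's mean sample inhibition plus 3 SD, cut at about 24% in these data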;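 further: 0% = DMSO plus EC80 ATP and 100% = DMSO alone without ATP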
M1 ag parental – counter-screen for M1 agonists: effect in parental CHO-K1 cells | Fluo-8 calcium fluorescence; scaled to maximal ATP response, vehicle zero | activation, % at 3 µM | actives 0.48% (n = 360,000); in the data active means activation above about 15%;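 further: untransfected CHO-K1 host cells lacking M1 receptor as counterscreen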
OXTR potentiator – human OXTR potentiators, primary screen, fluorescence, CHO-OTR cells, Fluo-8 calcium | Oxytocin receptor (Homo sapiens), P30559 | Fluo-8 calcium fluorescence, potentiator mode; 0% = oxytocin EC15, 100% = EC100 | activation, % at 3 µM | actives 0.061% (n = 320,000) | AID 2445, 2010;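 active means activation above that plate's cutoff, the mean activation of tested compounds plus 3 SD, cut at about 6.6% in these data, passing the limit was not always enough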;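 further: 100% uses oxytocin at 75 nM as the full agonist control; some results filed as inactive read as strong as hits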
Target sequence (P30559 whole entry, looked up): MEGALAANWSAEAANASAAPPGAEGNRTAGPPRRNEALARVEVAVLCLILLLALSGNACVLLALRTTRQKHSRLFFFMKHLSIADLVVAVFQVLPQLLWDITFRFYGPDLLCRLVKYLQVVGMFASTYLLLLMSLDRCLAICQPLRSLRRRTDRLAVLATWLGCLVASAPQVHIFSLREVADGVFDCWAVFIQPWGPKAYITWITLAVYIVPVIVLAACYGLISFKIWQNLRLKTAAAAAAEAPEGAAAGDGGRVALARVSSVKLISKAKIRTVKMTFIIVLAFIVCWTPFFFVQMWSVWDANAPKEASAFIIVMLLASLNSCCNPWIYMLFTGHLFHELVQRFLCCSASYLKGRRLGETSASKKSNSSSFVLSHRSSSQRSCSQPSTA
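Material: CHO-OTR cells, human receptor; compound dosing: single dose, 3.0 µM nominal final compound concentration; schedule: 6 min compound pre-incubation at room temperature, 100 s kinetic read; measured by: kinetic Fluo-8 calcium fluorescence; read-out basis: % activation vs EC15 and EC100 oxytocin; controls: EC15 oxytocin alone as 0%, 75 nM oxytocin as 100%; replicates: singlicate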
OXTR agonist – human OXTR agonists, primary screen, fluorescence, CHO-OTR cells, Fluo-8 calcium. Oxytocin receptor (Homo sapiens), P30559. AID 2435, 2010. activation, % at 3 µM. Fluo-8 calcium fluorescence; normalized: DMSO 0%, oxytocin 100%. actives 0.32% (n = 320,000);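 active means activation above the mean of all tested compounds plus 3 SD, cutoff set per screening run, cut at about 20% in these data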;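 further: peak over basal fluorescence ratio from a 100 s FLIPR kinetic read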
CHO parental Ca – ATP-evoked calcium signal inhibitors, parental CHO, primary screen, counter-screen for OX1R antagonist project, cell-based, fluorescence, Fluo-8 calcium dye; AID 463079, 2010; parental CHO-K1, ATP-induced calcium, Fluo-8 fluorescence; actives 0.63% (n = 330,000); inhibition, % at 5.6 µM;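 active means inhibition above that plate's mean sample inhibition plus 3 SD, cut at about 26% in these data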;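 further: 0% = ATP-challenged DMSO wells and 100% = DMSO wells without ATP; some compounds past the cut are filed as inactive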
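Test system: parental CHO cells; detection: calcium-sensitive Fluo-8 fluorescence; evaluation: percent inhibition of calcium signal; also added: ATP as calcium-mobilizing challenge; repeats: one well per compound; control set: ATP-challenged DMSO wells low, unchallenged DMSO wells high; compound: single nominal dose of 5.6 µM per compound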
Active calls of the source: *; nt = no result given. Outcome played no part in choosing rows; 3.5% or so of the library scored in one or more.

SMILES	TAAR1 antagonist	GPR7 antagonist	V1aR counter	M1 PAM parental	CHO-K1 Ca antag	M1 ag parental	OXTR potentiator	OXTR agonist	CHO parental Ca
Cc1ccccc1-c1ccccc1N	-10	-8	0.2	-6	9	0.0	-2	-0.8	-6
COc1ccc(NC(=O)C2CCN(C(=O)C3CC(=O)N(c4ccc(C)cc4)C3)CC2)c(OC)c1 (stereo unspecified)	-12	-6	0.1	17	-23	1.2	-13	-1.5	-6
CSc1ncnc2c1ncn2CCCNCc1ccc2c(c1)OCO2	-3	nt	nt	23	-16	1.3	nt	nt	nt
CN(C)c1cc[n+](CC(=O)c2ccc(-c3ccccc3)cc2)cc1	2	-6	-0.7	-11	23	-0.7	5	0.4	-4
O=c1c2cn[nH]c2[nH]c(=S)n1-c1ccccc1F	1	-12	-0.1	7	-28	1.1	2	0.3	8
CC(=O)N1c2ccccc2N(Cc2ccc([N+](=O)[O-])cc2)C(=O)C1(C)C	3	17	1.2	18	-1	1.7	-4	-0.5	-11
Cc1ccc(/C=N/N=C2/NC(=O)C(CC(=O)Nc3ccc(Cl)cc3)S2)o1 (stereo unspecified)	12	-4	0.3	-8	5	0.1	2	1.0	-13
CCC(c1nc2ccccc2c(=O)n1-c1nc2ccccc2s1)N1C(=O)c2ccccc2C1=O (stereo unspecified)	-10	-19	1.1	-7	1	-0.4	-3	-2.0	-29
CC1Cc2ccccc2N1Cc1nc2scc(-c3cccs3)c2c(=O)[nH]1 (stereo unspecified)	-8	11	0.2	8	4	-0.1	-9	-1.6	-11
CC1(C(=O)NCC2CC2)CCN1C(=O)C/C=C/c1ccccc1 (stereo unspecified)	3	nt	nt	25	-8	0.1	nt	nt	nt
CC(CCc1ccc(O)cc1)NCCC(c1ccccc1)c1ccccc1 (stereo unspecified)	48	14	13	-15	2	1.8	-19	11	13
CC(c1ccco1)N(C(=O)c1ccc(Cl)c([N+](=O)[O-])c1)c1ccccn1 (stereo unspecified)	-14	-4	2.0	0	-12	1.7	-8	0.1	-9
O=C(c1cc(-c2ccc(O)cc2)on1)N1CCCc2ccccc21	3	-7	1.5	3	16	4.5	-5	1.7	8
O=C(NCCO)Nc1ccc2nsnc2c1	21	17	1.6	8	1	0.0	-6	1.2	0
COc1ccc(-c2noc(CN(C)C(=O)c3ccc4c(c3)OCO4)n2)cc1	-2	-6	4.8	12	-4	7.5	-5	2.5	-7
COc1ccc(Nc2nc(-c3cccc(OC)c3O)nc3ccccc23)cc1	30	2	nt	3	-3	2.9	nt	nt	nt
COc1ccc(CCNc2ccc(S(=O)(=O)N3CCCC3)cc2[N+](=O)[O-])cc1	18	-7	1.9	15	-4	2.7	-16	-0.3	2
O=C(Nc1ccccn1)c1cc(-c2cccc(Cl)c2)nc2ccccc12	48	-5	-0.1	-12	17	1.4	-10	0.2	-38
CCCOc1ccccc1N/C(=N\S(=O)(=O)c1ccc(C)cc1)Nc1nc(C)cc(C)n1	-13	-9	0.6	-4	14	-0.5	-12	-1.4	-17
O=C(COc1ccc2ccccc2c1)Nc1nc2ccccc2[nH]1	12	0	1.1	13	-12	0.9	-6	0.6	13
O=C(Nc1nc2ccc(S(=O)(=O)N3CCCC3)cc2s1)c1ccccn1	8	-5	5.1	1	-17	1.2	-5	0.6	-3
O=S(=O)(c1cccc(C(F)(F)F)c1)N1CCN(CC(O)COCc2ccccc2)CC1 (stereo unspecified)	13	nt	2.8	8	-13	1.3	-6	0.0	-13
CCCCOc1ccc2c(c1)C(=O)c1cc(O)ccc1-2	-22	-12	-0.5	-10	8	-0.2	0	0.5	16
Cc1cc(C)c(OCC(O)CN2CCN(C(=O)c3ccccc3)CC2)c(C)c1 (stereo unspecified)	-3	-8	1.9	-21	11	0.4	-9	0.3	-13
Cc1c(C(=O)O)sc(S(=O)(=O)N2CCN(C(=O)Cc3ccc(F)cc3)CC2)c1C(=O)O	-18	nt	0.5	15	-16	0.3	0	0.7	-3
Cc1ccc(C(=O)NCc2occc2C(=O)O)o1	10	-3	2.1	16	-23	0.1	-4	-0.1	-3
CC(C)Cc1nn2c(=O)cc(O)nc2s1	13	-7	1.5	19	-9	0.2	-6	0.6	-4
COc1ccccc1CCNCc1ccc(OC)c(OCc2ccccc2)c1	16	11	13	-6	-17	20*	-11	22*	-4
O=C(O)C1(O)C[C@@H](O)C(O)[C@H](O)C1 (stereo partly specified)	-22	nt	nt	10	6	0.6	nt	nt	nt
COc1ccccc1C(=O)NCCC(=O)NNC(=O)c1ccccc1O	-19	nt	0.2	-6	-2	0.6	-1	0.2	1
CCc1nc2ccc(C(=O)NC3CCC(C)CC3)cc2nc1CC (stereo unspecified)	-15	-12	-1.4	-13	7	0.3	0	-2.9	-1
Cc1cc[n+](CC(=O)Nc2cccc(C)c2)cc1	-3	-2	0.5	1	7	-0.3	-7	-0.4	7
O=C(CSc1nnc(SCc2ccccc2)s1)N/N=C/C=C/c1ccco1	-4	-11	-0.8	13	-5	0.2	-7	-1.1	-5
O=C(/C=C/c1ccc(Cl)cc1)Nc1cc(S(=O)(=O)N2CCOCC2)ccc1N1CCOCC1	-14	nt	-1.4	7	-1	-0.7	-7	-1.6	-11
O=C1CNC(=S)N1Cc1ccccc1	-2	-14	4.5	13	-5	0.0	-8	1.3	1
CCCCc1cn([C@@H](CCCCN)C(=O)N2CCNCC2)nn1	-5	-21	1.6	3	-2	3.0	-5	0.3	-4
CS(=O)(=O)c1ccc2nc(NC(=O)C3=NN(c4ccccc4)C(=O)CC3)sc2c1	38	3	1.1	19	-8	4.4	-2	-0.2	30
Cc1cccc(NC(=O)c2cccc(C(=O)Nc3cccc(C)c3)n2)c1	-4	nt	0.0	-24	9	-0.2	-4	-1.7	-22
COC(=O)Nc1ccc(S(=O)(=O)N2CCC(C)CC2)cc1	1	11	-0.5	11	-7	1.7	-7	0.2	-8
O=[N+]([O-])c1cccc(/C=C/c2nc(C=Nc3ccccc3)c(O)o2)c1	12	7	0.3	21	-2	1.4	-7	0.2	-4

One compound at a time (already shown). Values in the order: TAAR1 antagonist, GPR7 antagonist, V1aR counter, M1 PAM parental, CHO-K1 Ca antag, M1 ag parental, OXTR potentiator, OXTR agonist, CHO parental Ca
CC(c1ccco1)N(C(=O)c1ccc(Cl)c([N+](=O)[O-])c1)c1ccccn1 (stereo unspecified) across the screens: -14, -4, 2.0, 0, -12, 1.7, -8, 0.1, -9
CCCCc1cn([C@@H](CCCCN)C(=O)N2CCNCC2)nn1 across the screens: -5, -21, 1.6, 3, -2, 3.0, -5, 0.3, -4
CSc1ncnc2c1ncn2CCCNCc1ccc2c(c1)OCO2 across the screens: -3, nt, nt, 23, -16, 1.3, nt, nt, nt
Cc1ccccc1-c1ccccc1N across the screens: -10, -8, 0.2, -6, 9, 0.0, -2, -0.8, -6
CS(=O)(=O)c1ccc2nc(NC(=O)C3=NN(c4ccccc4)C(=O)CC3)sc2c1 across the screens: 38, 3, 1.1, 19, -8, 4.4, -2, -0.2, 30

Three compounds from above, reduced to OXTR agonist, OXTR potentiator and M1 PAM parental.
smiles	OXTR agonist	OXTR potentiator	M1 PAM parental
Cc1cc(C)c(OCC(O)CN2CCN(C(=O)c3ccccc3)CC2)c(C)c1 (stereo unspecified)	0.3	-9	-21
Cc1c(C(=O)O)sc(S(=O)(=O)N2CCN(C(=O)Cc3ccc(F)cc3)CC2)c1C(=O)O	0.7	0	15
Cc1ccc(C(=O)NCc2occc2C(=O)O)o1	-0.1	-4	16

Next section
SMILES	TAAR1 antagonist	GPR7 antagonist	V1aR counter	M1 PAM parental	CHO-K1 Ca antag	M1 ag parental	OXTR potentiator	OXTR agonist	CHO parental Ca
O=C(Nc1nccs1)c1cc2sccc2n1Cc1ccc(F)cc1	9	-4	0.1	4	-11	-0.6	0	-0.6	-18
Cc1cc(C(=O)CSc2nncs2)c(C)n1-c1ccc2c(c1)OCO2	28	-2	4.1	7	-16	11	-12	5.3	11
O=C(/C=C/c1ccccc1)c1ccccc1O	nt	16	-1.2	-13	1	-0.7	-9	-1.7	-4
O=C(COc1ccc(F)cc1Br)N1CCN(c2ncccn2)CC1	7	3	0.3	3	6	1.0	-3	-1.3	-8
O=C(CC1Nc2ccccc2NC1=O)c1ccccc1 (stereo unspecified)	nt	9	1.6	nt	nt	nt	-6	0.1	-21
O=C(NCCc1ccc2c(c1)OCCO2)c1ccccc1F	17	2	6.8	14	-3	7.0	-15	5.5	-8
O=C(c1ccccc1)c1ccc[nH]1	-17	nt	nt	3	-5	-0.1	nt	nt	nt
N#Cc1ccc(C2=CC(=O)C[C@H](c3ccc(F)cc3)C2)cc1	28	nt	-0.9	19	-14	0.8	-1	-2.0	-24
Cc1nc2ccccn2c1/C(O)=C1\C(=O)C(=O)N(CCN2CCOCC2)C1c1ccncc1 (stereo unspecified)	-3	-1	0.8	14	-8	0.5	-16	0.4	-5

Four records picked at random from those above:
SMILES	TAAR1 antagonist	GPR7 antagonist	V1aR counter	M1 PAM parental	CHO-K1 Ca antag	M1 ag parental	OXTR potentiator	OXTR agonist	CHO parental Ca
O=C(/C=C/c1ccccc1)c1ccccc1O	nt	16	-1.2	-13	1	-0.7	-9	-1.7	-4
CCCCc1cn([C@@H](CCCCN)C(=O)N2CCNCC2)nn1	-5	-21	1.6	3	-2	3.0	-5	0.3	-4
Cc1cc(C(=O)CSc2nncs2)c(C)n1-c1ccc2c(c1)OCO2	28	-2	4.1	7	-16	11	-12	5.3	11
Cc1cc[n+](CC(=O)Nc2cccc(C)c2)cc1	-3	-2	0.5	1	7	-0.3	-7	-0.4	7
